# Chronic BCR inh – inhibitors of chronic active B-cell receptor signaling | AID 493014 | ABC-DLBCL IkBa-CBG/CBR reporter, luminescence ratio, 4 h | 340,000 tested, 0.05% active | Potency, µM (series often up to 46.1 µM), for the others: at the top dose ratio change, negative = lower green/red ratio, usual class: inhibitors; active = well fitted inhibition curve with a large enough effect in the signal ratio, with a control signal flat, not every such curve was filed as active; inconclusive = small, poorly fitted or top-dose-only effect, or effect the other way, or a change in a side signal; the % refers to the signal ratio;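 also: potency is read from the fitted curve at half-maximal effect; plate controls were basal doxycycline-induced cells for no effect and cells given 10 µM MG132 for full effect; MG132 reads +100%, hits lower the ratio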
#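 Compounds up to 46 uM were incubated four hours with TMD8 cells whose green CBG68 luciferase is fused to IkappaBalpha; red CBR luminescence normalised the signal, and concentration-effect curves were fitted to fusion, red and ratio data.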
# MLL CXXC-DNA inh – MLL CXXC-DNA interaction inhibition; Potency, µM (titrated, usually from 115 µM), inactives show at the highest dose activity change, negative = inhibition, usual class: inhibitors; MLL-CXXC / FITC-HOXA9 DNA fluorescence polarization; Q03164; 290,000 tested, 0.037% active; active = well fitted inhibition curve with a large enough effect in the polarisation, with a control signal flat, not every such curve was filed as active; inconclusive = small, poorly fitted or top-dose-only effect, or effect the other way, or a change in a side signal; inactive = no such curve, though single readings can be large or run the other way; the % refers to the polarisation; also: potency is read from the fitted curve at half-maximal effect
#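 Purified MLL-CXXC (added from a 7 uM solution) was preincubated 5 min at ambient with pinned compounds in 50 mM Tris-HCl pH 7.5, 50 mM NaCl, 1 mM DTT, 0.05% BSA. Fluorescein-labeled HOX-A9 DNA (50 nM solution) followed, 30 min, then polarization read.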
# TCR activator – T cell receptor activation; primary human leukocytes, anti-CD3, IL-2 HTRF, 48 h; Potency, µM (doses to about 9.22 µM), without a hit: at the highest dose activation of IL-2 secretion, actives largely listed as activators; 330,000 tested, under 10 active; AID 504894; also: % of control where 0% means no effect
#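 Primary human leukocytes were stimulated with a-CD3 beads plus compounds for 48 hr without co-stimulation; secreted IL-2 was quantified by HTRF using a-IL-2-K (europium cryptate) and a-IL-2-d2, excited at 320nm with acceptor emission read at 665nm.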
# Giardia kill – Giardia lamblia killing; Giardia lamblia trophozoite viability; activity change, % at 7.66 µM, hits read low; 340,000 tested, 0.15% active; AID 540267; in the data active = activity change below about -80%; inconclusive = between about -30% and that limit;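 also: parasites exposed to compound for two days anaerobically before the ATP read; % is scaled to controls: 0 for no effect and ±100 for the full control effect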
#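 Anaerobic 48 hrs incubation at 37 deg C of 100 trophozoites/well with test compounds; ATPLite 1-Step luminescence, 15-30 min RT, reports cellular ATP as viability.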
# AT treatment – potential ataxia-telangiectasia treatments restoring KAP-1 phosphorylation; […] A-T fibroblasts, KAP-1 phosphorylation AlphaLISA; neocarzinostatin DNA damage 30 min before lysis; Potency, µM (highest dose often 57.5 µM), for the others: at the highest dose activation, most hits filed as activators; 320,000 tested, 0.19% active; also: potency is read from the fitted curve at half-maximal effect; % of control where 0% means no effect; nearly all actives have a fitted effect of over 45% in size
#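 ATM-like activity read as KAP-1 phosphorylation via AlphaLISA donor/acceptor antibody pairs after lysis and 6 hr at 25C. Cells were ATM-null patient fibroblasts ([…], hTERT), dosed 60 min, then exposed to the DSB inducer NCS for 30 min.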
# Coupling enz – inhibits coupling enzyme system, counter-screen for aldolase hits; coupling enzyme system counterscreen, AmpLite Red fluorescence; activity change, negative = inhibition, % at 58.2 µM, hits read low; 290,000 tested, 0.67% active; AID 2472; in the data active = activity change below about -30%; also: % is scaled to controls: 0 for no effect and ±100 for the full control effect
#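 Counterscreen lacking aldolase: glyceraldehyde-3-phosphate coupling-enzyme reagent preincubated 10 min at RT with compound (at 57.5 uM final), then substrate/coupling system with AmpLite Red added; fluorescence read at 525/598 nm after 20 min RT.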
# TSHR antagonist – antagonists of human thyroid stimulating hormone receptor. 330,000 tested, 0.2% active. P16473. activity change, negative = inhibition, % at 11.5 µM. AID 504810. TSHR-expressing cells, TSH-stimulated cAMP HTRF, 2 h; stronger effect = lower value;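 active = activity change below a set negative limit, meaning inhibition stronger than a set level, cut at about -70% in these data; inconclusive = activity change between two set negative limits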; also: % is scaled to controls: 0 for no effect and ±100 for the full control effect
#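 TSHR-expressing cells, 200/well, pre-treated with compound, then stimulated with EC80 TSH (4nM final) for 2 hours at 37 deg C. cAMP measured by competitive HTRF: anti-cAMP cryptate antibody in lysis buffer plus cAMP-d2, read after 30 minutes at room temperature.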
# KCNH2 WT inh – blocks the wildtype human KCNH2 potassium channel; Q12809; U2OS, BacMam KCNH2, thallium flux FluxOr; stronger effect = lower value; activity change, % at 1.84 µM; 340,000 tested, 0.37% active;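 active = maximum activity change below -70%; inconclusive = maximum activity change between -70% and -50%; inactive = maximum activity change above -50%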; also: % is scaled to controls: 0 for no effect and ±100 for the full control effect
#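 U2OS cells transduced with wild-type KCNH2 virus are loaded with FluxOr dye for 45 min, and thallium flux is measured in kinetic reads before and after stimulation buffer. Rate constants are normalized to DMSO controls.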
# GALK inh – inhibitors of human galactokinase; P51570; Purified GALK, Kinase-Glo residual ATP luminescence; Potency, µM (doses to about 57.5 µM), for the others: top-dose activity change, negative = inhibition, usual class: inhibitors; 270,000 tested, 0.007% active; AID 1868; also: potency is read from the fitted curve at half-maximal effect; % is scaled to controls: 0 for no effect and ±100 for the full control effect
#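 Galactose (100 uM) and ATP (35 uM) were turned over by 5 nM GALK for 1 h at RT. Kinase-Glo Plus then converted the remaining ATP into a luminescent signal.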
# Tb PFK block – inhibitors of T. brucei phosphofructokinase; 330,000 tested, 0.17% active; Potency, µM (series often up to 57.5 µM), for the others: at the highest dose activity, negative = inhibition, actives largely listed as inhibitors; T. brucei PFK, ADP-Glo luminescence;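 also: potency is read from the fitted curve at half-maximal effect; 0% = uninhibited 1x PFK enzyme wells and -100% = no-enzyme wells; nearly all actives have a fitted effect of over 60% in size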
#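 Luminescent ADP detection (ADP-Glo, two-step: ATP depletion then ADP-to-ATP conversion for luciferase) reported PFK activity after 45 min room-temperature reaction of 1.25 nM enzyme with 0.5 mM F6P and 0.1 mM ATP at pH 8.0.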
# The depositor's hits bear a star; ? = inconclusive; / = no result given; [ ] = remark or other dose. Unless noted, calls follow the shape of the dose curve; as a rule, active = well fitted curve in the direction sought with a large enough effect; inconclusive = small, poorly fitted or top-dose-only effect, or another doubt; inactive = no such curve, though single readings can be large; an effect the other way counts as inactive or inconclusive.
SMILES,Chronic BCR inh,MLL CXXC-DNA inh,TCR activator,Giardia kill,AT treatment,Coupling enz,TSHR antagonist,KCNH2 WT inh,GALK inh,Tb PFK block
O=C(NCc1nc(-c2ccc(C(F)(F)F)cc2)no1)Nc1ccc(F)cc1F,6%,-3%,11%,-17,-11%,-2,-22,-1,/,2%
CC1CCN(CCCNC(=O)C2CCC(CNS(=O)(=O)c3cccc4nsnc34)CC2)CC1 (stereo not drawn),-2%,0%,-1%,12,5%,/,5,-10,-1%,2%
Cc1cccc(-n2c(=O)c(C#N)cc3c(=O)n4ccccc4nc32)c1,6%,10%,2%,3,/,1,-7,-2,2%,-3%
O=C(COc1cccc2cccnc12)Nc1ccccc1,?,9%,-1%,-13,-2%,-7,17,-3,12%,4%
Cn1c(=O)c2c(n(Cc3ccccc3)c1=O)NC(=O)C2CC(=O)NCc1cccc(Cl)c1 (stereo not drawn),6%,4%,-14%,13,-11%,4,14,-20,-2%,-1%
CN(CC(=O)NC1(C)CCS(=O)(=O)C1)S(=O)(=O)c1ccc(Cl)cc1 (stereo not drawn),6%,/,1%,-7,0%,/,9,1,/,-6%
Cc1ccc(SCCC(=O)Nc2cccnc2)cc1,2%,-11%,3%,-7,-1%,1,-2,11,-2%,0%
CCOc1ccc(-n2c(=O)[nH]cc(C(=O)N3CCc4ccccc43)c2=O)cc1,1%,-6%,-8%,5,-2%,5,0,-7,0%,4%
O=C(Nc1ccc(Br)cc1)Nn1cnnc1,?,-1%,15%,-18,-8%,/,-16,12,-2%,?
CC(C)(C)NC(=O)CN(C(=O)C(=O)Nc1ccc2c(c1)OCCO2)C(C)(C)C,0%,-7%,-2%,26,3%,1,4,8,3%,-2%
CC(C)c1nc2oc3c(=O)[nH]cnc3c2c2c1CCC2,-3%,15%,26%,8,6%,-1,-13,-5,2%,-1%
CC(=O)c1sc(NC(=O)Cc2c(F)cccc2Cl)nc1C,?,11%,-2%,-10,-2%,1,-7,-11,12%,1%
CCN(CC)CCn1c(NS(=O)(=O)c2ccc(C)cc2)nc2ccccc21,1%,/,-3%,-1,-5%,/,2,70,/,0%
CC(C)N(Cc1nccn1C)C(=O)c1cc(COc2ccc(F)cc2Cl)on1,5%,?,-5%,9,-2%,-4,2,3,-4%,-2%
COc1ccc(C(=O)Nc2ccc(N3CCOCC3)cc2)cc1OC,-9%,-8%,0%,4,1%,-1,-7,-10,14%,-2%
N#C/C(=C\c1ccccc1[N+](=O)[O-])c1nc(C2CC2)cs1,2%,1%,-2%[46.1 µM],-16,3%,3,1,10,0%,-1%
Cc1ccc(NS(=O)(=O)c2c(C)[nH]c(C)c2C(=O)N2CCCCC2)c(C)c1,-1%,2%,0%,8,2%,8,-5,-8,9%,-3%
Cc1ccc(C(=O)n2cnnc2N)cc1C,-3%,?,-2%,15,-1%,6,-6,-1,0%,16%
O=C(c1ccccc1)c1cnc[nH]1,-4%,2%,14%,-1,8%,0,0,8,/,-2%
Cc1c(Cl)cccc1NS(=O)(=O)c1cccc2nsnc12,1%,6%,8%,-4,9%,-1,-7,-7,2%,0%
O=C(NCCOC(=O)c1ccccc1)c1ccc([N+](=O)[O-])cc1,0%,-2%,3%,10,-6%,2,14,-6,6%,-4%
COc1ccc(S(=O)(=O)N2CCCCCC2)cc1NC(=O)Cc1n[nH]c(=O)c2ccccc12,?,/,-2%,-14,9%,/,-12,2,/,1%
Cc1ccc(NC(=O)CSC(C)C(=O)NCCc2ccccn2)cc1 (stereo not drawn),?,0%,-10%,15,12%,3,8,/,-3%,-2%
CC(C)CC(=O)N1CCN(S(=O)(=O)c2ccc(Cl)cc2)CC1,-7%,6%,-4%,13,6%,1,-5,-3,10%,-1%
CC(C)(C)OC(=O)NC(=NCCCc1cn(CC(=O)N2CCN(C(=O)OC(C)(C)C)CC2)nn1)NC(=O)OC(C)(C)C,1%,14%,-3%,10,-26%,0,2,-1,6%,1%
O=C(Cc1ccc(F)cc1)Nc1ccccc1Sc1ccccc1,17%,2%,-1%[46.1 µM],9,10%,3,5,0,-1%,-2%
N#Cc1ccc(NC(=O)CN2CCN(c3ccccn3)CC2)cc1,0%,2%,4%,3,-3%,1,5,40,-1%,1%
CCCCOCCCn1c(-c2ccco2)nc2nc3ccccc3nc21,16%,-10%,2%,3,1%,-2,0,-3,0%,2%
COc1ccc(OC)c(NC(=O)c2ccc(NS(=O)(=O)c3c(C)noc3C)cc2)c1,-2%,0%,-12%,-15,1%,1,-18,?,-1%,6%
O=C(O)CCSc1nc2ccc(Br)cc2[nH]1,?,-2%,-4%,-7,18%,15,16,-8,2%,-8%
Cc1ccc(C(=O)Nc2ccc(-c3csc(C)n3)cc2)cc1,?,-13%,-6%,-6,3%,0,-10,-1,-1%,-6%
O=[N+]([O-])c1ccccc1S(=O)(=O)c1ccccc1[N+](=O)[O-],?,9%,-4%,-26,2%,-2,2,9,/,-7%
COc1ccc(CCNC(=O)c2cc(COc3c(C)cccc3C)on2)c(OC)c1,?,?,3%,1,-7%,-2,30,5,-5%,1%
O=C(C[C@H]1C[C@H](C(=O)N2CCOCC2)[C@@]2(CCC3CCCC3)c3[nH]c4ccc(Cl)cc4c3CCN2C1=O)NCCc1ccccn1,?,/,-5%[46.1 µM],-15,3%,/,-4,-5,/,-2%
COc1cnc(-c2ccccn2)nc1Oc1ccc(Cl)cc1,5%,-7%,6%,-3,-3%,-1,23,-12,4%,1%
Nc1cc(=O)[nH]c(SCC(=O)Nc2cccc(S(=O)(=O)N3CCCCC3)c2)n1,-1%,/,2%,0,23%,/,7,-1,/,-1%
COc1ccc2[nH]c3c(=O)n4c(nc3c2c1)SCC4,1%,0%,3%,-14,5%,-3,-9,-8,5%,0%
Cc1c(Cl)cccc1NC(=S)NCc1cccs1,2%,4%,1%[46.1 µM],-13,5%,1,-16,-7,-3%,-3%
COc1ccc(CNC(=O)COC(=O)c2ccc(S(=O)(=O)N3CCOCC3)cc2)cc1,0%,/,7%[46.1 µM],-3,9%,/,-10,-3,/,0%
CC1(c2ccccc2)NC(=O)N(CC(=O)Nc2cc(S(=O)(=O)N3CCOCC3)ccc2Cl)C1=O (stereo not drawn),8%,-11%,0%,-2,0%,-1,4,2,0%,-2%
Cc1ccc(S(=O)(=O)NCC(=O)OCC(=O)c2cccs2)cc1,16%,-4%,-15%,-8,-9%,-5,9,6,-1%,-10%
O=C(Nc1n[nH]c(=S)s1)c1ccc2ccccc2c1,?,-9%,3%,-4,-4%,/,11,22,1%,-1%
CCn1c(=O)c(=O)[nH]c2cc(C(=O)N3CCN(c4ccccc4F)CC3)ccc21,?,0%,-4%,-7,-2%,-4,0,-2,-6%,17%
COc1ccc(-c2ccc(CCC(=O)O)n2-c2ccccc2O)cc1,16µM*,20%,-7%,-18,?,-15,0,-16,-3%,0%
CCN(CC)C(=O)C1CC(=O)N(c2ccc(F)c(Cl)c2)C1 (stereo not drawn),1%,-17%,-1%,-1,9%,1,-1,-16,-1%,-3%
COCc1cc(=O)n2[nH]c(SC)nc2n1,0%,0%,-2%,9,11%,1,-5,-3,-3%,19%
COc1cccc(NC(=S)N2c3ccccc3CC2C)c1 (stereo not drawn),11%,4%,4%,15,6%,-1,15,-1,2%,-2%
COC(=O)[C@]1(Cc2ccccc2)N[C@H](CN(C)C(=O)C2CCCCC2)[C@@H]2C(=O)N(C)C(=O)[C@@H]21,2%,/,2%,14,5%,/,-11,0,/,6%
CCCN1C(=O)c2[nH]nc(-c3cc(Cl)c(C)cc3O)c2C1c1ccc(O)c(OC)c1 (stereo not drawn),?,-11%,6%,-7,3%,-2,-16,3,-5%,3%
O=C(NC(=O)c1ccccc1)Nc1ccccn1,?,1%,/,/,11%,/,2,/,26%,-16%
c1ccc(C2=NN(c3ccccc3)C(c3ccco3)C2)cc1 (stereo not drawn),?,4%,-1%,-3,16µM*,-8,8,-8,-1%,-3%
COc1ccc(C2=NOC(C(=O)NC(C)C)C2)cc1 (stereo not drawn),-2%,-20%,/,3,-5%,-4,11,-20,3%,-2%
O=C(/C=C/Nc1ccc(Oc2ccccc2)cc1)c1ccco1,?,7%,-6%,-20,0%,-6,-9,11,14%,-10%
Cc1nc2nc(SCC(=O)NCCCN3CCCCCC3)nn2c(C)c1Cc1ccccc1Cl,-10%,-4%,-2%,-29,-3%,/,-6,9,-2%,2%
c1ccc2c(c1)ncn2CCOCCOCCn1cnc2ccccc21,7%,-9%,1%[46.1 µM],24,8%,3,15,-6,-1%,8%
